tim10-1 inh: growth inhibitors of tim10-1 mutant yeast, primary screen, luminescence, uHTS; S. cerevisiae tim10-1 ts strain growth, BacTiter-Glo, 24 h; inhibition, % at 20 µM; 2.2% of 330,000 active; AID 463190, 2010;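 active means inhibition of at least 40%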;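 further: mutant grown at 25 °C; 0% = DMSO wells with yeast and 100% = wells holding no yeast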
mIAP act: activators of mouse IAP, primary screen, biochemical, luminescence, uHTS | muIAP, CDP-Star luminescence, 30 min; stronger effect = higher value; 1 = vehicle-only enzyme signal, 0 = enzyme-free wells | activation factor at 10 µM | 0.24% of 330,000 active | AID 2805, 2010;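 active means activation factor of at least 2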; further: the source names both 10 and 20 µM as test concentration; values of inactives mirror those of a sister screen read the other way
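System: mouse IAP enzyme. Reagent: CDP-Star chemiluminescent phosphatase substrate. Benchmarks: DMSO wells, no-enzyme wells. Times: 30 min enzyme-substrate-compound incubation at room temperature. Detection: luminescence from enzymatic CDP-Star hydrolysis. Doses: test compounds delivered from DMSO solution.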
Apaf-1 inh: inhibitors of human Apaf-1 apoptosome, primary screen, biochemical, DEVD-Rh110 fluorescence, uHTS | reconstituted apoptosome caspase-3 activity | AID 489030, 2010 | Apoptotic protease-activating factor 1 (Homo sapiens), O14727 | 0.71% of 330,000 active | inhibition, % at 20 µM; active means inhibition of at least 40% at 20 µM;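 further: plate controls were DMSO wells for no effect and DEVD-CHO caspase inhibitor wells for full effect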
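System: Apoptosome proteins | Medium: Hepes pH 7.5 with detergent and BSA | Also added: Cytochrome c trigger plus (Z-DEVD)2-Rh110 caspase-3 substrate | Incubation: 30 min compound preincubation, 50 min activation, room temperature | Detection: Rhodamine 110 fluorescence at Ex 480/Em 540 nm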
NLRP3 yeast inh: NALP3 inflammasome inhibitors in reconstituted yeast, primary screen, luminescence, uHTS. AID 2825, 2010. Yeast reconstituted NLRP3/ASC/caspase-1, beta-gal luminescence, 24 h. inhibition, % at 10 µM. 0.39% of 330,000 active;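 active means inhibition of 50% or more; inactive means inhibition below 50%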;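 further: plate controls were induced DMSO wells for no effect and uninduced yeast grown without galactose for full effect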
mIAP block: inhibitors of mouse IAP, primary screen, biochemical, luminescence, uHTS; inhibition, % at 10 µM; purified mouse IAP, CDP-Star luminescence, 30 min; AID 2806, 2010; intestinal alkaline phosphatase [Mus musculus]; 0.2% of 330,000 active;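 active means inhibition of at least 40% at 10 µM in the primary screen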;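 further: plate controls were DMSO with enzyme for no effect and no enzyme wells for full effect; values of inactives mirror those of a sister screen read the other way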
hIAP block: human IAP inhibitors, primary screen, biochemical, luminescence, uHTS; 0.12% of 330,000 active; Intestinal-type alkaline phosphatase (Homo sapiens), P09923; inhibition, % at 10 µM; purified IAP, CDP-Star luminescence, 30 min;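 active means inhibition reaching a set limit with compound at 10 µM in the primary screen, cut at about 35% in these data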;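 further: plate controls were DMSO wells with enzyme for no effect and no-enzyme buffer wells for full effect; values of inactives mirror those of a sister screen read the other way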
Target sequence (P09923 whole entry, looked up): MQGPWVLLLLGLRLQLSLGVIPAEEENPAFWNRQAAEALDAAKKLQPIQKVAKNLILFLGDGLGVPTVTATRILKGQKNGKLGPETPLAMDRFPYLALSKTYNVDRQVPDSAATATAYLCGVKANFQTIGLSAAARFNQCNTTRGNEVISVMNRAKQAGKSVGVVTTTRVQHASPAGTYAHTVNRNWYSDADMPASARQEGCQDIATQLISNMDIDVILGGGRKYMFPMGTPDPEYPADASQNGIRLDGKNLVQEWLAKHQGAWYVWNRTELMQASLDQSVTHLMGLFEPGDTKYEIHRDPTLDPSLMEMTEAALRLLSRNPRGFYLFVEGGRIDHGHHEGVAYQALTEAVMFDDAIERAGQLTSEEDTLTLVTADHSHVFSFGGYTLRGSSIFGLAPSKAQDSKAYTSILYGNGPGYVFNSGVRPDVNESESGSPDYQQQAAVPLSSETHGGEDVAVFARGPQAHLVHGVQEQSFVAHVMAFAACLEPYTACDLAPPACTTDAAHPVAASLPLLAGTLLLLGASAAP
TIM10 inh: growth inhibitors of isogenic TIM10 control yeast, primary screen, counter-screen for tim10-1 yeast inhibitor project, luminescence, uHTS; S. cerevisiae TIM10 strain growth, BacTiter-Glo luminescence, 24 h; inhibition, % at 10 µM; 1.4% of 330,000 active; AID 463195, 2010;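 active means inhibition of 40% or more at the single tested concentration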;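 further: wild-type TIM10 isogenic control strain grown at permissive 25 °C; 0% = DMSO yeast wells and 100% = minimal medium wells without yeast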
ATG4B inh: ATG4B protease inhibitors, primary screen, biochemical, fluorescence, uHTS. 0.51% of 340,000 active. Cysteine protease ATG4B (Homo sapiens), Q9Y4P1. AID 504462, 2011. ATG4B cleavage of LC3-PLA2, NBD-HPC fluorescence, 1 h. inhibition, % at 8.33 µM; in the data active means inhibition above about 40%
Target sequence (Q9Y4P1 whole entry, looked up): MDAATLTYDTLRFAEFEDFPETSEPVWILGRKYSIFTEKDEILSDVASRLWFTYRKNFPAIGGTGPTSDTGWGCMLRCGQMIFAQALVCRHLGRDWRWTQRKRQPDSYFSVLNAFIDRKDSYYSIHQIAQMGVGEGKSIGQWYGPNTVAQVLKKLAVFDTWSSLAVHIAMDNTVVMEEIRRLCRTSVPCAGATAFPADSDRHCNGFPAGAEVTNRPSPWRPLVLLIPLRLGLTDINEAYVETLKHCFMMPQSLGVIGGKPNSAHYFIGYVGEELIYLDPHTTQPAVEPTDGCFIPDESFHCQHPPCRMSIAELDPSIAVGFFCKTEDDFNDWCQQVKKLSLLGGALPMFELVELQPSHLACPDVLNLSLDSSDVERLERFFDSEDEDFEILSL
hIAP act: human IAP activators, primary screen, biochemical, luminescence, uHTS; Intestinal-type alkaline phosphatase (Homo sapiens), P09923; purified human IAP, CDP-Star luminescence, 30 min; stronger effect = higher value; 1 = vehicle-only enzyme, 0 = enzyme-free background; activation factor at 10 µM; 0.16% of 330,000 active; AID 2524, 2010;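 active means activation factor of the enzyme at least 2-fold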; further: the source names both 10 and 20 µM as test concentration; values of inactives mirror those of a sister screen read the other way
The depositor's hits bear a star; & = joins results of further samples.

SMILES | tim10-1 inh | mIAP act | Apaf-1 inh | NLRP3 yeast inh | mIAP block | hIAP block | TIM10 inh | ATG4B inh | hIAP act
CS(=O)(=O)c1ccc(-c2nnc(NC(=O)c3ccc(S(=O)(=O)N4CCCC4)cc3)o2)cc1 | -3.5 | 0.932 | -3.4 | 4.7 | 6.8 | 13.8 | 7.0 | 3.2 | 0.862
Cn1c(SCC2CCCCC2)nnc1-c1ccncc1 | 15.1 | 0.937 | 1.7 | 1.7 | 6.3 | 17.1 | 16.8 | -12.4 | 0.829
CCOc1ccc(-c2nnc(NC(=O)CCCOc3cccc(C)c3)o2)cc1 | 7.9 | 0.886 | 22.2 | -13.0 | 11.4 | -7.8 | -4.4 | -21.3 | 1.08
COc1ccc(CCCc2nnc(SCC(=O)Nc3cc(C)ccc3C)o2)cc1 | 20.2 | 1.08 | 0.2 | 7.6 | -7.6 | -3.7 | -14.6 | -1.6 | 1.04
Cc1cc(C)c(S(=O)(=O)Nc2ccc3c4c(cccc24)CC3)c(C)c1 | -4.7 | 0.923 | 43.0* | 19.4 | 7.7 | 0.8 | -2.9 | 10.6 | 0.992
COc1ccc(C)cc1NC(=O)n1ncc2c(C)cccc21 | 23.5 | 1.03 | 13.3 | 22.9 | -3.3 | -19.6 | 17.8 | 5.8 | 1.2
C/C(=C\c1ccccc1)C(=O)Nc1cc(C)on1 | 6.0 | 0.99 | -1.2 | 16.6 | 1.0 | -1.3 | 1.9 | -10.3 | 1.01
CNC(=O)NC(=O)CSc1nc2ccccc2n1CCOC | 4.7 | 1.17 | 7.0 | 17.8 | -16.5 | -20.6 | 12.6 | 2.2 | 1.21
Fc1cccc(CCN2CCNC[C@@H]2Cc2ccccc2)c1 | -14.4 | 0.977 | 4.4 | 20.1 | 2.3 | 7.4 | -11.9 | 6.2 | 0.926
Cc1ccc(C(=O)NCCCn2ccnc2)o1 | 2.7 | 0.953 | -6.2 | -3.4 | 4.7 | 1.5 | 4.7 | 1.7 | 0.985
CCOc1cccc(-c2c(C(=O)N/N=C/c3cccnc3)nnn2-c2nonc2N)c1 | -2.7 | 1 | 13.6 | -6.0 | -0.3 | 2.9 | 5.4 | 4.2 | 0.971
O=C(NCCc1ccccc1)C(=O)Nc1ccc2c(c1)OCCO2 | -2.5 | 1.06 | 8.3 | 20.0 | -6.5 | -6.8 | -16.2 | -8.7 | 1.07
COc1ccccc1N1CC(C(=O)Nc2nnc(SCC(=O)NCC3CCCO3)s2)CC1=O (stereo not given) | 8.8 | 0.969 | -0.6 | 2.9 | 3.1 | -5.7 | 10.7 | 6.8 | 1.06
C=CCOn1c(=O)c(-c2ccc(OC)cc2)[n+]([O-])c2ccccc21 | 24.1 | 0.992 | 3.8 | 24.8 | 0.8 | -17.6 | 20.1 | -0.1 | 1.18
O=C(NCCNC(=O)c1cc(Cl)ccc1Cl)c1cnccn1 | 13.5 | 1.1 | 2.0 | 11.0 | -9.8 | -16.1 | -6.5 | 3.9 | 1.16
Nc1nnc(SCC(=O)OCC(=O)Nc2ccc(Br)cc2F)s1 | -5.9 | 0.979 | 9.7 | 18.0 | 2.1 | -2.5 | -17.9 | 7.5 | 1.02
NNC(=O)c1cc(C2CC2)nc2ccc(Br)cc12 | 19.7 | 0.958 | 8.2 | 16.4 | 4.2 | -1.4 | 2.3 | -9.4 | 1.01
Cc1noc(C)c1COC(=O)c1ccc2c(c1)S(=O)(=O)c1ccccc1C2=O | 13.8 | 0.981 | 12.9 | 5.4 | 1.9 | 2.3 | -9.8 | -3.4 | 0.977
CC1CCCN(c2ccc(C(=O)NCc3cccs3)cn2)C1 (stereo not given) | 38.8 | 0.969 | -8.4 | 21.9 | 3.1 | 8.6 | 29.7 | -4.2 | 0.914
COc1cccc(/C=C/C(=O)OCC(=O)NCCCc2ccccc2)c1OC | -9.5 | 1.01 | -8.9 | -1.4 | -1.3 | -13.5 | -8.1 | -2.8 | 1.14
COc1ccc(C(=O)C2CCN(C(=S)NCC3CCCO3)CC2)cc1 (stereo not given) | -10.8 | 1.04 | 12.7 | 16.1 | -4.5 | -7.4 | -12.3 | -5.3 | 1.07
CC(NC(=O)c1ccc(OC2CCN(S(=O)(=O)N(C)C)CC2)cc1)C1CC1 (stereo not given) | -2.0 | 0.997 | 0.1 | 2.8 | 0.3 | -2.9 | -1.1 | 12.7 | 1.03
COc1cc(C)c(S(=O)(=O)Nc2ccc(CC(=O)O)cc2)cc1C | 13.3 | 1.02 | -4.2 | -12.5 | -2.5 | -3.8 | -9.0 | -6.9 | 1.04
N#CC(=C=[N-])c1nc2ccccc2nc1-[n+]1cccc(NC(=O)c2ccccc2)c1 | 6.9&3.1 | 0.898&0.919 | -7.8&-5.4 | 20.1&18.2 | 10.2&8.1 | 4.8&22.4 | 7.3&-1.7 | -0.8 | 0.952&0.776
Cn1cccc1C(=O)OCC(=O)NC(=O)NC1CCCCC1 | 8.8 | 0.964 | 13.0 | 9.1 | 3.6 | -2.5 | 6.1 | 5.3 | 1.02
CC1CCCC(NC(=O)CCNC(=O)c2ccccc2Cl)C1C (stereo not given) | 4.6 | 1.02 | 5.1 | 14.8 | -2.4 | -1.5 | -6.0 | -6.4 | 1.01
CCN(Cc1ccccc1)C(=O)COC(=O)CNC(=O)c1ccc(C)s1 | 1.2 | 1.04 | -6.7 | 13.3 | -4.3 | -10.6 | -0.1 | -4.9 | 1.11
COc1ccc(C(=O)Cn2nnc(-c3ccc(N4CCOCC4)cc3)n2)cc1OC | 25.5 | 0.969 | 11.8 | 7.1 | 3.1 | -3.8 | 25.8 | -0.6 | 1.04
Cc1c(C)n(C)c2ccc(C(=O)NCCCN3CCCCC3)cc12 | 8.3 | 0.981 | 15.8 | 1.9 | 1.9 | -22.7 | 3.4 | -5.3 | 1.23
Cc1nn(Cc2ccc([N+](=O)[O-])cc2)c(=O)n1-c1ccc(Cl)cc1 | 6.7 | 1.18 | 10.4 | -2.4 | -17.5 | -7.0 | 2.7 | -4.0 | 1.07
O=C(NNC(=O)c1ccncc1)Nc1cccc([N+](=O)[O-])c1 | -12.0 | 1.13 | 0.2 | -0.5 | -13.2 | -0.8 | -4.2 | -2.8 | 1.01
Cc1ccc(N2CC(C(=O)Nc3ccc(N(C)C)cc3)CC2=O)cc1C (stereo not given) | 13.1 | 0.912 | -1.6 | 3.9 | 8.8 | -7.9 | 11.9 | -4.8 | 1.08
CC1CCCCN1CCn1cnc2c([nH]c3ccccc32)c1=O (stereo not given) | -5.1 | 1.01 | -4.2 | 20.2 | -1.5 | 3.8 | -6.9 | 0.7 | 0.962
COC(=O)CCCCCNC(=S)Nc1ccc2[nH]c(=O)[nH]c2c1 | 6.1 | 0.92 | -13.7 | 5.4 | 8.0 | -8.7 | -23.1 | 1.9 | 1.09
Cc1ccc(C)c(CN2C(=O)CSc3ccc(C(=O)NCCN4CCOCC4)cc32)c1 | 21.6 | 1.11 | 3.8 | 14.9 | -11.3 | -3.0 | -15.0 | -5.4 | 1.03
COCCN1C(=O)c2ccccc2C(C(=O)NCC2CCCO2)C1c1c[nH]c2ccccc12 (stereo not given) | -17.9 | 0.946 | -1.4 | 12.6 | 5.4 | -9.6 | 0.2 | -6.8 | 1.1
CCOc1ccccc1Nc1nnc(SCC(=O)Nc2nc(-c3ccc(OC)cc3)cs2)s1 | 5.1 | 0.941 | -2.6 | 19.9 | 5.9 | 6.1 | 1.1 | -4.0 | 0.939
CCOc1cc(/C=C2\N=C(SC(C)C(N)=O)N(c3ccc(OC(F)F)cc3)C2=O)ccc1O (stereo not given) | 14.4 | 0.782 | 8.9 | 23.3 | 21.8 | 12.9 | 2.6 | -13.5 | 0.871
C=CCSc1nnc(CC(OC)OC)n1-c1ccccc1 | 9.8 | 0.922 | -13.1 | 15.9 | 7.8 | -19.4 | -1.9 | -4.7 | 1.19
Cc1ccn2cc(-c3ccc(O)c(O)c3)nc2c1 | -7.4 | 0.603 | -0.4 | 10.0 | 39.7 | 39.7* | 6.8 | -5.3 | 0.603
O=C(NCc1ccco1)c1ccccc1NS(=O)(=O)c1ccc(Br)s1 | 27.6 | 0.952 | 3.3 | 13.1 | 4.8 | 20.5 | 29.4 | 13.3 | 0.795
CCN(CC)CCCNC(=O)CSc1nc(-c2ccc(F)cc2)cc(C(F)(F)F)n1 | 17.7 | 1.08 | -2.5 | -0.3 | -7.7 | -7.3 | -16.6 | 4.3 | 1.07
CC1(C)Cc2c(sc(NC(=O)c3ccc(C(=O)c4ccccc4)cc3)c2C#N)C(C)(C)N1 | 14.3 | 0.855 | 7.2 | 15.7 | 14.5 | -7.6 | 20.6 | -6.1 | 1.08
COc1cccc(OC)c1OCC(O)CN1CCN(c2ccc(F)cc2)CC1 (stereo not given) | 9.2 | 1.03 | 1.2 | 20.9 | -3.5 | 18.3 | 2.5 | -16.4 | 0.817
Cc1ccccc1CCNC(=O)C1CCC(=O)N(CCc2cccc(F)c2)C1 (stereo not given) | 2.7 | 0.983 | -5.1 | 6.9 | 1.7 | -2.2 | 14.3 | 0.6 | 1.02
Cc1ccccc1N1CC(C(=O)Nc2nnc(SCc3cccnc3)s2)CC1=O (stereo not given) | 9.0 | 0.919 | 9.7 | 2.2 | 8.1 | -7.9 | 9.7 | 0.7 | 1.08
O=C(Cc1ccc(Br)cc1)N1CCN(c2ccccc2O)CC1 | -10.2 | 1.13 | 22.3 | 5.6 | -12.8 | -6.5 | 3.0 | -11.5 | 1.06
O=C(O)c1cc(NC(=O)c2cccc(F)c2)cc(NC(=O)c2cccc(F)c2)c1 | 16.6 | 0.901 | -0.6 | 8.9 | 9.9 | 14.5 | 6.8 | -0.3 | 0.855
CN(C)C(=O)c1cc(C(=O)c2ccccc2)c[nH]1 | 3.1 | 1 | 5.6 | 10.9 | -0.5 | -8.7 | -3.9 | -8.0 | 1.09
